Rat MKP-3 inhibitors – inhibition of rat DUSP6 enzyme activity – biochemical, in vitro, primary screen (AID 425) | recombinant MKP-3 phosphatase activity, fluorescence; higher % means a stronger effect | actives 0.17% (n = 110,000) | inhibition, % at 20 µM; hits with a dose series show IC50 in µM; in the data active = inhibition above about 50%;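 also: plate controls were vehicle for no effect and reference inhibitor for full effect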
Hsp70 inhibitors – Hsp70 inhibitors, probe displacement, primary screen, biochemical, fluorescence polarization (AID 583); displacement, % at 20 µM, or IC50 in µM where a hit was titrated; actives 0.06% (n = 140,000); Hsp70 fluorescence polarization probe displacement, mP; higher % means a stronger effect; in the data active = displacement above about 50%;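 also: plate controls were vehicle for no effect and reference ligand for full effect; a part of the inactive calls stands beside numbers as strong as those of hits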
* marks the source's active call; other numbers are inactive results; & = joins results of further samples. An excerpt (hit frequency here may not be typical).

SMILES | Rat MKP-3 inhibitors | Hsp70 inhibitors
CC[C@@H]1C(=O)OC[C@@H]1Cc1cncn1C | -10%&-10% | 3.9%&-2.2%

High-throughput results: PubChem, Sanford-Burnham Center for Chemical Genomics
